# Assay outcomes as filed in PubChem BioAssay.
# TAG inh = reduces triacylglycerol accumulation in H9c2 cells. Nile Red lipid (TAG) fluorescence; cells loaded with 200 µM oleic acid. inhibition, % at 12.5 µM. actives 0.66% (n = 230,000);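 active = pattern-corrected inhibition of lipid staining of at least 50% with the nuclear-stain viability signal not falling by more than 50%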;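 note: 0% = DMSO wells and 100% = triacsin C control wells; some results filed as inactive read as strong as hits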
# TAG inh DAPI viability = further read-out of TAG inh, marked with its call; DAPI nuclei signal change (viability), lower = more cytotoxic, %;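 whole-well DAPI fluorescence read on a plate reader as a viability signal; minus 50 percent equals half of cells still viable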
# * hit, by the source's call; i = inactive; & = joins results of further samples. Only part of the results is shown; count on the stated rates, not on these rows.
SMILES,TAG inh,TAG inh DAPI viability
CC(NC(=S)NCCc1ccccc1)C(c1cccs1)N1CCN(Cc2ccccc2)CC1 (stereo not given),5,21
O=C(/C(=C/O)N=Nc1ccccc1)c1ccncc1,10,-12
O=C(c1ccc([N+](=O)[O-])cc1)N1CCSC1c1ccccc1 (stereo not given),1,-3
CCOC(=O)Cc1csc(NC(=O)/C=C/c2ccc(OC)cc2)n1,1,-6
O=C(NC1CCS(=O)(=O)C1)c1cccc(S(=O)(=O)N2CCCCCC2)c1 (stereo not given),4,4
CCn1ccnc1CNC(=O)c1ccc2oc(CCCc3ccccc3)nc2c1,-16,11
CCc1ccc(NC(=S)NCc2cccnc2)cc1,-2,-6
O=C(Nc1cccc(C(=O)NC2CC2)c1)c1ccc(F)c(S(=O)(=O)N2CCOCC2)c1,8,7
O=C(CCSCCc1ccccn1)Nc1cccc([N+](=O)[O-])c1,7,-3
Nc1nnc(SCC(=O)NNC(=O)c2ccc(F)cc2)s1,-8,-2
Cc1onc(-c2c(F)cccc2Cl)c1-c1nnc(-c2cccc3ccccc23)o1,-5,15
CCOC(=O)Cn1c(CN2CCOCC2)nc2c1c(=O)n(C)c(=O)n2C,-15,-2
Cc1cc(C)cc(NC(=S)N2CCN(c3ncc(C(F)(F)F)cc3Cl)CC2)c1,1,-2
COCCNc1nc(NCc2cccc(OC)c2)c2sc(-c3ccccc3)cc2n1,25,-9
COc1ccc(CCN2C(=O)CSC2=Nc2ccc(C)cc2C)cc1OC,2,-4
CCN1CCN(Cc2ccc(NC(=O)c3ccc(C)c(/C=C/c4cnc(Nc5cc(N6CCNCC6)nc(C)n5)cn4)c3)cc2C(F)(F)F)CC1,-136&19,i
Cc1ccc(NC(=O)c2cc(F)c(F)cc2Cl)nc1,10,-14
COc1ccc(-c2nn(-c3ccccc3)cc2/C=N/Nc2cccc(C(=O)O)c2)cc1,18,9
CC(=O)c1sc2nc(C)c3c(c2c1N)CCCC3,-3,6
NS(=O)(=O)c1ccc(CCNC(=O)C(=O)C2C(=O)Nc3ccccc32)cc1 (stereo not given),-10,3
COC(=O)C1=C(C)N(c2ccccc2)/C(=C/c2ccco2)C1=O,-1,1
Cc1onc(-c2c(F)cccc2Cl)c1C(=O)N(C)CCc1ccccn1,-11,3
Cc1ccccc1-n1c(=O)cc(N2CCN(C(=O)c3ccco3)CC2)[nH]c1=O,3,-3
O=C(NCCCc1ccccc1)c1cccc(NC(=O)C2CCCCC2)c1,21,6
CCOC(=O)C1CCN(CC(O)COc2ccc(C(C)=O)cc2)CC1 (stereo not given),21,5
Cc1cccc(NC(=O)c2nc[nH]c2C(=O)N2CCN(c3ccccc3)CC2)c1,-2,-5
CCC1=C(OC(=O)N(CC)CC)N2C(=O)OC(=NCC(=O)OC)[C@]2(C)[C@H]2C1=CC[C@H]1C(=O)N(CC(=O)OC)C(=O)[C@H]12,-12,8
COC(CNC(=O)c1cc(Sc2nnc(C)s2)nc2ccccc12)OC,12,-3
CCCCNS(=O)(=O)c1ccc(Br)cc1N1CCC[C@H]1CO,-10,-7
Cc1ccc(N2CCN(c3ccc(C)cc3)C(CC(=O)O)C2=O)cc1 (stereo not given),35,-14
O=[N+]([O-])c1ccc(N2CCOCC2)c([N+](=O)[O-])c1,-12,8
COc1ccc(Cn2c(SCc3cc(C)ccc3C)nc3cc(OC)c(OC)cc3c2=N)cc1,112*,-16*
CCN1C=C(Cc2cccs2)C2=C(C1)C(c1cccs1)C(C#N)=C(N)O2 (stereo not given),10,10
S=c1sc(SCCOc2ccccc2)nn1-c1ccccc1,1,-12
CCNc1nc(NCC)nc(N/N=C/c2cc(OC)c(OC)c(OC)c2)n1,10,1
CCN(CC)C(=O)Oc1c(Cl)cc(Cl)c2cccnc12,10,-5
CCOc1ccc(CNC(=O)CCCOc2cc(=O)n(C)c3ccccc23)cc1,-6,-11
CN(C)CC(O)COC(c1ccccc1)c1ccccc1 (stereo not given),25,-10
O=[N+]([O-])c1ccc(C(O)CNC(=S)Nc2ccccc2)cc1 (stereo not given),-15,-10
Cc1ccc(NC(=O)CCSCCC(=O)Nc2ccc(C)c(C)c2)cc1C,0,-4
COc1cccc(C2=CC(=O)CCC2)c1OC,-4,-2
CCCCC(=O)NC1(C(F)(F)F)NC(=O)N(C)C1=O (stereo not given),-5,6
CCCc1cc(=O)[nH]c(SC(C)C(=O)Nc2ccc3c(c2)OCCO3)n1 (stereo not given),-7,3
Cn1c(SCC(=O)NCc2cccs2)nnc1-c1ccc(O)cc1,-15,5
COc1cc(/C=N/NC(=O)c2cccc([N+](=O)[O-])c2)ccc1OC(=O)c1ccco1,-7,14
CN(Cc1ccccc1)C(=O)N1CCOCC1,1,-1
Cc1cccc(C(=O)N2CCN(c3ccc(C(F)(F)F)cn3)CC2)c1C,-6,2
CCOC(=O)c1ccc(NC(=O)CCc2nc(-c3ccccc3Cl)no2)cc1,13,9
CC(C)Oc1ccc(Cc2c(O)nc(NCCCN(C)C)[nH]c2=O)cc1,-5,-1
O=C(Nc1ccccc1)c1ccc(-c2ccc(F)cc2)s1,10,-3
Cc1nn(-c2ccccc2)c(C)c1CCC(=O)O,11,2
COC(=O)CN(c1cc(Cl)ccc1OC)S(=O)(=O)c1ccc(C)cc1,-12,-1
Nc1nc(F)nc2c1ncn2[C@@H]1O[C@H](CO)[C@@H](O)[C@H]1O,118,-97
CC(=O)N[C@H]1C[C@@H]1c1ccccc1,-4,0
O=C(CN1CCN(Cc2ccccc2Cl)C1=O)N1CCCCCC1,-3,2
O=C1[C@@H]2[C@@H]3C[C@@H]([C@H]4ON=C(c5ccc(Cl)cc5)[C@@H]34)[C@@H]2C(=O)N1c1ccc2c(c1)OCO2,20,6
CCC(C)C(NC(=O)/C(=C\c1ccccc1)NC(=O)c1ccc(OC)cc1)C(=O)O (stereo not given),-8,-17
CC1(C)CC(NC(=O)C23CCC(C)(C(=O)C2=O)C3(C)C)CC(C)(C)N1 (stereo not given),-4,10
O=C1c2ccccc2C(=O)N1CC1c2ccccc2CCN1S(=O)(=O)c1cnc[nH]1 (stereo not given),2,-2
CC(=O)C1CCC2C3CCC4=CC(=O)CCC4(C)C3C(O)CC12C (stereo not given),8,3

# Next section.
SMILES,TAG inh,TAG inh DAPI viability
CCOc1cc(C(=O)Nc2ccc(N3CCN(C(C)=O)CC3)cc2)cc(OCC)c1OCC,1,1
O=C(Nc1ccc2c(c1)OCCO2)c1ccncc1,3,1
Cc1c(Cl)cccc1N(Cc1ccc(C(=O)O)cc1)S(=O)(=O)c1ccccc1,16,-2
CCc1nn2c(N3CCOCC3)cc(C)nc2c1-c1ccc(F)cc1,70*,-2.9*
COc1cc(C2C3=C(COC3=O)Oc3cc4c(cc32)OCO4)ccc1OC(C)=O (stereo not given),48,-29
CC(CC(=O)NCCc1ccc(S(N)(=O)=O)cc1)c1ccccc1 (stereo not given),4,1
Cc1nc2ccc(NS(=O)(=O)c3c(F)cccc3F)cc2s1,-18,-2
O=C(Cc1ccccc1)Nc1cccc(-c2nc3ncccc3o2)c1,22,-10
COc1cccc(N2CCN(S(=O)(=O)c3ccc4ccccc4c3)CC2)c1,6,-2
COc1ccc(Cc2nnc(NC(=O)c3ccc(OC)c(OC)c3)s2)cc1OC,-16,11
CC(COc1ccc(C(C)C)cc1)NC(=O)c1ccc(Br)o1 (stereo not given),-6,3
CCCC[C@@H]1C=C(C(=O)O)[C@H](c2ccc(Cl)cc2)N1S(=O)(=O)c1ccc(C)cc1,-6,7
COc1cc2c(cc1OC)CN(CC(=O)Nc1ccc(S(=O)(=O)N(C)C)cc1)CC2,12,-9
CC1(C)CC(=O)c2cc(C(=O)O)c(=O)n(-c3ccccc3)c2C1,-17,13
O=C(Nc1cccc2ccccc12)N(c1ccccc1)c1ccccc1,-16,0

# Not a retest: an excerpt of the list.
SMILES,TAG inh,TAG inh DAPI viability
CCC(C)C(NC(=O)/C(=C\c1ccccc1)NC(=O)c1ccc(OC)cc1)C(=O)O (stereo not given),-8,-17
CC1(C)CC(NC(=O)C23CCC(C)(C(=O)C2=O)C3(C)C)CC(C)(C)N1 (stereo not given),-4,10
O=C1c2ccccc2C(=O)N1CC1c2ccccc2CCN1S(=O)(=O)c1cnc[nH]1 (stereo not given),2,-2
CC(=O)C1CCC2C3CCC4=CC(=O)CCC4(C)C3C(O)CC12C (stereo not given),8,3
CCOc1cc(C(=O)Nc2ccc(N3CCN(C(C)=O)CC3)cc2)cc(OCC)c1OCC,1,1
O=C(Nc1ccc2c(c1)OCCO2)c1ccncc1,3,1
Cc1c(Cl)cccc1N(Cc1ccc(C(=O)O)cc1)S(=O)(=O)c1ccccc1,16,-2
CCc1nn2c(N3CCOCC3)cc(C)nc2c1-c1ccc(F)cc1,70*,-2.9*
COc1cc(C2C3=C(COC3=O)Oc3cc4c(cc32)OCO4)ccc1OC(C)=O (stereo not given),48,-29
CC(CC(=O)NCCc1ccc(S(N)(=O)=O)cc1)c1ccccc1 (stereo not given),4,1
Cc1nc2ccc(NS(=O)(=O)c3c(F)cccc3F)cc2s1,-18,-2
O=C(Cc1ccccc1)Nc1cccc(-c2nc3ncccc3o2)c1,22,-10
COc1cccc(N2CCN(S(=O)(=O)c3ccc4ccccc4c3)CC2)c1,6,-2
COc1ccc(Cc2nnc(NC(=O)c3ccc(OC)c(OC)c3)s2)cc1OC,-16,11
CC(COc1ccc(C(C)C)cc1)NC(=O)c1ccc(Br)o1 (stereo not given),-6,3
CCCC[C@@H]1C=C(C(=O)O)[C@H](c2ccc(Cl)cc2)N1S(=O)(=O)c1ccc(C)cc1,-6,7

# Remaining list, next part:
SMILES,TAG inh,TAG inh DAPI viability
CC1CN(Cc2csc(-c3ccc(Cl)cc3)n2)CC(C)O1 (stereo not given),-19,-5
CSc1ccccc1C(=O)OCC(=O)NC1CC1,0,-3
Cc1cccc(NC(=O)c2nc[nH]c2C(=O)N[C@@H](Cc2ccccc2)C(=O)OCc2ccccc2)c1,-18,1
NS(=O)(=O)c1ccc(NC(=O)COC(=O)COc2ccc3ccccc3c2)cc1,7,4
O=C(c1cc([N+](=O)[O-])ccc1N1CCOCC1)N1CCN(c2ccccc2)CC1,38,-33
NS(=O)(=O)c1ccc2nc(NC(=O)c3ccc(Br)o3)sc2c1,5,8
CC(=O)Nc1ccc2ccccc2c1[N+](=O)[O-],2,7
CC(=O)Nc1cccc2c1C(=O)NC2=O,4,6
Cn1c(=O)[nH]c(=O)c2c1nc(N1CCN(CCO)CC1)n2CCSc1nc2ccccc2s1,1,13
C[C@H](CO)N1C[C@H](C)[C@@H](CN(C)S(=O)(=O)c2cn(C)cn2)Oc2ncc(Br)cc2C1=O,-3,-4
Nc1cc(=O)nc(SCC(=O)NCc2ccccc2)n1CCc1ccccc1,8,14
O=C(NC1c2ccccc2Oc2ccccc21)c1ccc([N+](=O)[O-])cc1,6,-16
Cn1c(=O)c2c(ncn2CC(COCc2ccc(Cl)cc2)OCc2ccc(Cl)cc2)n(C)c1=O (stereo not given),-6,-3
Cc1ccccc1Nc1c(-c2cccnc2)nc2cccc(C)n12,-5,7
CC(C)(C)c1ccc(-c2noc(CCC(=O)N3CCOCC3)n2)cc1,-5,6
CC(=O)Nc1cccc(C(=O)OCC(=O)c2ccccc2Cl)c1,-8,2
CCOc1cc(CNCCN(C)C)c(Cl)cc1OCC(=O)NCCc1ccccc1,14,-5
O=C(COC(=O)c1ccc(C(F)(F)F)cc1)NC(=O)NC1CCCC1,7,3
CCOCCc1nnc(NC(=O)C(C)Oc2ccccc2)s1 (stereo not given),1,-4
O=C(Nc1ccnn1C1CCN(Cc2ccc(Cl)cc2)CC1)C1CCCC1,4,5
Cc1ccc(OCc2ccc(C(=O)Nc3ccc(S(N)(=O)=O)cc3)o2)cc1,-13,4
CC(Cc1ccccc1)C(=O)Nc1ccc(Br)cc1 (stereo not given),-26,4
Cc1cnc(CNC(=O)c2csc([C@H]3C[C@H](O)[C@@H](CO)O3)n2)cn1,0,3
CCN1C[C@@H]2[C@@H]3C(=O)N(Cc4ccccc4)C(=O)[C@@H]3[C@](Cc3ccccc3)(C1=O)N2C(=O)c1ccc(C)cc1,-3,-3
O=C(Nc1cc(Cl)ccc1Cl)C1CCCO1 (stereo not given),-14,3
O=C(CN(C(=O)CCC(=O)Nc1nccs1)c1ccccc1F)NCC1CCCO1 (stereo not given),-3,2
Cc1cccc(NC(=O)NNS(=O)(=O)c2ccc(F)cc2)c1,1,7
Cn1c(SCC(=O)N2CCCCC2)nc2c([nH]c3ccccc32)c1=O,-13,2
COc1ccccc1CNC(=O)COC(=O)c1ccccc1-c1ccccc1,-16,2
COc1ccc(CNC(=O)COC(=O)/C=C/c2cccc(Cl)c2)cc1,-2,-4
CCOc1ccc(-c2nc(-c3ccccc3)no2)cc1OCC,-14,14
CCCC(c1nnnn1CCOC)N1CCN(c2nc3ccccc3s2)CC1 (stereo not given),-14,-8
O=C(NCCCNC(=O)c1c(Cl)cccc1Cl)c1c(Cl)cccc1Cl,9,-1
COc1cc(C(=O)N(Cc2ccccc2)c2cccc(C)c2)ccc1OC(F)F,38,6
O=C(COc1ccc(C(=O)NCCN2CCOCC2)cc1)Nc1cccc(C(F)(F)F)c1,6,1
CC(C)N(Cc1ccccc1)C(=O)COC(=O)c1ccc2c(c1)OCCO2,-5,-2
Cc1cnc(C(=O)OCC(=O)Nc2cc(S(=O)(=O)N3CCCCC3)ccc2Cl)cn1,0,5
CCOC(=O)c1sc(NC(=O)c2cccc(S(=O)(=O)N3CCN(C)CC3)c2)cc1C,12,5
Cc1ccc(-c2csc3ncn(CC(=O)NCC(c4ccco4)N4CCCC4)c(=O)c23)cc1 (stereo not given),-4,12
CN(CCc1ccccn1)C(=O)c1cc(COc2ccc(F)cc2F)on1,16,-3
O=C(Nc1ccccc1-c1ccccc1NC(=O)c1ccco1)c1ccco1,11,-11
CC(=O)Nc1ccc(C(=O)OCC(=O)N2CCN(C(=O)c3ccco3)CC2)cc1,-17,-1
CCn1c2ccccc2c2cc(NC(=O)COc3ccc(OC)cc3)ccc21,13,8
FC(F)Oc1ccc(-n2cc(-c3ccc(Cl)cc3)[n+]3c2CCCCC3)cc1,-24,3
CCCCN1CC[C@H]2C=CC[C@@H](C(=O)N3CCN(c4ccccc4)CC3)[C@H]2C1=O,0,-10
